RBX1-CUL1 inh: blocks human RBX1-Cullin-1 di-ubiquitin formation | inhibition, % at 10 µM | P62877+Q13616 | hit rate 0.6% among 140,000 | in vitro K48 di-Ub FRET, acceptor:donor ratio, 45 min | AID 1347404; in the data active = inhibition above about 25%
Target sequence (P62877 whole entry, looked up): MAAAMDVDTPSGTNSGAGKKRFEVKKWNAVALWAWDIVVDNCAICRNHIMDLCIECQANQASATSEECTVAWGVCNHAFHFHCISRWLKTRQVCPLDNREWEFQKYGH
Target sequence (Q13616 whole entry, looked up): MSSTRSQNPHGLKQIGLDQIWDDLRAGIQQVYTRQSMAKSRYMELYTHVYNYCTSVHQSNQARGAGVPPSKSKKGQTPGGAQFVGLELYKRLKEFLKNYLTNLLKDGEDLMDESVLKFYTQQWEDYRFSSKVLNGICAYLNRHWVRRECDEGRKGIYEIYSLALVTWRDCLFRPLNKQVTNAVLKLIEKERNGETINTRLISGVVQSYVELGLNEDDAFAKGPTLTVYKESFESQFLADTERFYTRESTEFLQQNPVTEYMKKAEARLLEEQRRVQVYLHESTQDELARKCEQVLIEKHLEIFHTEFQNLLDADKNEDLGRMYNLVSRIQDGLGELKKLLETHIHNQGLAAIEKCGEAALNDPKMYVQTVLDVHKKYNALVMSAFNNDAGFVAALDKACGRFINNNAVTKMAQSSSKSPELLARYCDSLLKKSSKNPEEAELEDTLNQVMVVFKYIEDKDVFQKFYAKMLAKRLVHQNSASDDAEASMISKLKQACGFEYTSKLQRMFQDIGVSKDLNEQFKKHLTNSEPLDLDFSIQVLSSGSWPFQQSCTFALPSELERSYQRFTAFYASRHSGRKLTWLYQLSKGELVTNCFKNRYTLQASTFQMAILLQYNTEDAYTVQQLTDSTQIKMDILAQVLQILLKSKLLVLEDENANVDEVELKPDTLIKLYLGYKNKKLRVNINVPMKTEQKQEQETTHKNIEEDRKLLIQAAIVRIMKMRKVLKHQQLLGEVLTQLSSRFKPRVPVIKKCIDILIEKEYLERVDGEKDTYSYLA
An asterisk follows results filed as active. This is a subset; rates above refer to the full screens.

smiles | RBX1-CUL1 inh
O=C(NCCc1ccccc1)C1CCCN(C2CCN(C(=O)C3CC3)CC2)C1 (configuration not stated) | -3
O=C(COc1ccccc1)N/N=C\c1cc(Cl)cc(Br)c1O | -12
COc1ccc(C2(CNC(=O)c3ccc(OC4OC(COC(C)=O)C(OC(C)=O)C(OC(C)=O)C4OC(C)=O)c(OC)c3)CCCC2)cc1OC (configuration not stated) | -3
CCCN1C(=O)/C(=C/c2cc(C)n(C)c2C)SC1=Nc1ccc(OC)cc1 | -2
CCOC(=O)N1N=C(c2ccccc2)CC1(O)C(F)(F)F (configuration not stated) | 6
O=C(COc1ccccc1)Nc1ccccc1OCc1cc(=O)n2ccccc2n1 | 2
CC(C)(C)NC(=O)CCSc1nnc(-c2ccncc2)o1 | -3
COc1ccc(/C=C/c2nc(-c3ccccc3O)n(-c3ccccc3)n2)cc1OC | 4
O=C(CC1(O)C(=O)N(Cc2ccc(Cl)cc2)c2ccccc21)c1ccc2ccccc2c1 (configuration not stated) | 0
Cc1sc(NC(=O)c2ccncc2)c(C(N)=O)c1-c1ccccc1 | 11

smiles | RBX1-CUL1 inh
CN1CCN(c2nc3c(c(Nc4ccccc4)n2)C(=O)CC(C)(C)C3)CC1 | 6
CC(=O)NCCc1nc2ccccc2n1CCCCOc1ccc(Cl)cc1 | -1
Cc1cccc(-c2nnc3sc(CSc4cc(C)ccc4C)nn23)c1 | 5
CS(=O)(=O)Nc1cccc(C(=O)NC2CC3CCC2C3)c1 (configuration not stated) | 11
COc1ccc(OC)c(C2c3c(-c4ccc(Br)cc4)n[nH]c3C(=O)N2c2ccc(Cl)cc2)c1 (configuration not stated) | -8
COc1ccc(C(=O)N2CCN(c3ccc(F)cc3)CC2)cc1C | 4
CCCCC12CN3CC(C)(CN(C1)C3C1C(=O)NC(=O)N=C1C)C2=O (configuration not stated) | 5
COc1ccc(CNCCCn2cccn2)cc1OCC(O)CN(C)C(C)C (configuration not stated) | -2
CCOc1ccc(NC(=O)c2c(NC(=O)C(C)(C)C)sc3c2CCC(C)C3)cc1 (configuration not stated) | 1
COc1cc2c(cc1OC)CN(S(=O)(=O)c1ccc(Oc3ccccc3)cc1)CC2 | 11

smiles | RBX1-CUL1 inh
CCOC(=O)c1ccc(NC(=S)N2CCN(C(=O)C3CCCO3)CC2)cc1 (configuration not stated) | -5
O=c1oc2c(CN3CCOCC3)c(O)ccc2cc1-c1ccccc1 | 1
O=S(=O)(c1ccc(NCc2ccccc2)c(S(=O)(=O)N2CCCCC2)c1)N1CCCCC1 | -5
c1ccc(CN2CCN(Cc3ccccc3)C2c2c[nH]c3ccccc23)cc1 | -15
CSc1ncc(C(=O)Nc2ccc(C(C)=O)cc2)c(-c2ccccc2)n1 | 5
O=C(Nc1ccc2nc(SCC(=O)N3CCCc4ccccc43)sc2c1)c1cccc(Cl)c1 | 4
CC(C)c1ccc(-c2csc(NCc3ccco3)n2)cc1 | 0
O=C(CCC1CCN(Cc2ccccc2C(F)(F)F)CC1)NCC1CCCO1 (configuration not stated) | 1
CCOC(=O)c1ccc2nc(C)cc(Nc3cccc(C(=O)O)c3)c2c1 | 1
Fc1nc(F)c(F)c(SC(=S)N2CCOCC2)c1F | -4

An excerpt of these results, as labelled records:
c1ccc(CN2CCN(Cc3ccccc3)C2c2c[nH]c3ccccc23)cc1
  RBX1-CUL1 inh: -15

Fc1nc(F)c(F)c(SC(=S)N2CCOCC2)c1F
  RBX1-CUL1 inh: -4

(list continues)
smiles | RBX1-CUL1 inh
Fc1cccc(-c2nc(-c3ccncc3)no2)c1 | -3
CCOC(=O)c1cc(S(=O)(=O)Nc2cc(C)cc(C)c2)c(Cl)cc1Cl | 10
COc1ccc(C(=O)n2nc(-c3cccnc3)nc2NCc2ccccc2)cc1OC | 4
O=C(O)CC1(CC(=O)Nc2cccc(O)c2)CCCC1 | 5
OC1CCCN(C2CCN(Cc3nc(-c4ccc(Cl)cc4)no3)CC2)C1 (configuration not stated) | 11
COc1cc(O)ccc1-c1nc2cc(C)ccn2c1Nc1ccccc1C | -1
C1=C(c2ccccc2)N(c2ccccc2)CCN1c1ccccc1 | -4
Cc1ccc(Cn2nc([N+](=O)[O-])cc2C(=O)O)cc1 | 5
CCOc1ccccc1CNC(=O)c1ccc2nc(CCc3ccccc3)oc2c1 | 1
Cc1ccc(C)c(NCc2ccncc2)c1 | -11

smiles | RBX1-CUL1 inh
COc1ccc(C(=O)N2CCOC(Cc3cccc(C(F)(F)F)c3)C2)o1 (configuration not stated) | 2
O=C(Nc1nnc(COc2ccc(Cl)cc2)s1)c1ccccc1F | 1
Cc1cnc(C(=O)N2CCCC(CCC(=O)NCc3ccc(F)c(F)c3)C2)cn1 (configuration not stated) | -5
CCc1ccccc1NC(=O)COc1ccc(C)cc1 | 0
COc1ccc(C(=O)COC(=O)c2ccccc2N2C(=O)C3C4c5ccccc5C(Br)(c5ccccc54)C3C2=O)cc1 (configuration not stated) | -4
Cc1noc(C)c1C(=O)NC1CCCCCC1 | 11
CCCCNC(=O)c1nnn(-c2ccc(CC)cc2)c1C | 6
Cc1cnn(-c2cc(N/N=C/c3cc(Cl)cc(Cl)c3O)ncn2)c1 | 3
CC(NC(=O)C1CCN(C(=O)N2CCOc3ccc(Cl)cc32)CC1)c1ccccc1 (configuration not stated) | 1
Cc1ccc(Nc2nc(N)nc(CSc3nc4ccccc4s3)n2)cc1 | 6

smiles | RBX1-CUL1 inh
CCC(C)C(NC(=O)C(Cc1ccc(OCc2ccccc2)cc1)NC(=O)OC(C)(C)C)C(=O)NC(Cc1ccccc1)C(N)=O (configuration not stated) | -8
CCOC(=O)c1ccc(NC(=O)CSc2ccc(-c3sc(C)nc3C)nn2)cc1 | -3
Cc1cc(C)c(OCC(=O)N(Cc2ccc(N(C)C)cc2)Cc2ccco2)c(C)c1 | -10
COC(=O)NC(=S)N1CCN(C)CC1 | 10
O=C(Cn1cccn1)N1CCCC(CCc2ccccc2)C1 (configuration not stated) | -3
CCCCNS(=O)(=O)c1ccc(C(C)C)cc1 | -7
O=C(c1ccc2c(c1)N(Cc1ccccc1)C(=O)c1ccccc1S2(=O)=O)N1CCc2ccccc21 | 8
Cc1cc(F)ccc1-n1nnc(C(N)=O)c1C | -8
CCOc1ccc(C(NC(=O)c2ccc(C)cc2)NC(=O)c2ccc(C)cc2)cc1 | 8
CS(=O)(=O)c1ccc(-c2nn[nH]n2)cc1 | 0

smiles | RBX1-CUL1 inh
CCCCN1N=C(C)C(C)n2c1nc1c2c(=O)n(CCC)c(=O)n1C (configuration not stated) | -8
COc1cc(NC(=O)CSc2nc(-c3cccs3)cc(C(F)(F)F)n2)cc(OC)c1OC | 6
C=CCn1c(O)c(N=NC(=O)COc2ccc(C)cc2C)c2ccccc21 | 10
Cc1ccc(COC(=O)c2ccco2)cc1 | 1
Cc1csc2nc(COC(=O)COc3ccccc3F)cc(=O)n12 | 3
O=C(Cn1ncc2c([nH]c3ccccc32)c1=O)NCC1CCN(Cc2ccc(F)cc2)CC1 | -2
Cc1ccccc1-n1c(C)c(C)n2c3c(=O)n(C)c(=O)n(C)c3nc12 | 13
Cc1nc2c(C(=O)NCc3ccccc3Cl)cnn2c(C)c1Cc1c(F)cccc1Cl | 1
Cc1ccc2nc(Cl)c3cc(C(=O)N4CCCCC4C)sc3c2c1 (configuration not stated) | -6
CN(C)c1ccc(-c2nc3cc(N=Cc4cc(Br)cc(Br)c4O)ccc3o2)cc1 | -13

smiles | RBX1-CUL1 inh
CN(C)c1ccc(C(=O)NCCCc2ccccn2)cn1 | -10
Cc1ccc(C(C)C)c(OCCCn2c(=O)oc3ccccc32)c1 | -1
Nc1nc(CN2CCN(c3ccc(Cl)cc3)CC2)nc(N2CCCCC2)n1 | 6
O=C1CN(S(=O)(=O)c2ccccc2)CC(=O)N1CCc1ccccc1 | 6
CN1CCN(CCOCCOc2c(Cl)cc(Cl)cc2Cl)CC1 | -3
Cc1cc(C(=O)NCCN2CCOCC2)c(C)o1 | -1
CCN1CCN(CC(O)COc2cccc(CNCc3ccc(C)s3)c2)CC1 (configuration not stated) | -1
Cc1ccc(-n2c(C)cc(/C=C3\C(=N)N4N=C(Cc5cccs5)SC4=NC3=O)c2C)cc1 | 6
CCOC(=O)N1CCc2c(sc(NC(=O)c3ccccc3NC(=O)c3cccc(C)c3)c2C(=O)Nc2ccc(OC)cc2)C1 | -17
Cc1ccc(N2CCN(C(=O)c3ccc4c(Cl)c5c(nc4c3)CCCC5)CC2)c(C)c1 | -12

Among those listed so far, these have a tert-butyl group:
smiles | RBX1-CUL1 inh
CC(C)(C)NC(=O)CCSc1nnc(-c2ccncc2)o1 | -3
CCOc1ccc(NC(=O)c2c(NC(=O)C(C)(C)C)sc3c2CCC(C)C3)cc1 (configuration not stated) | 1
CCC(C)C(NC(=O)C(Cc1ccc(OCc2ccccc2)cc1)NC(=O)OC(C)(C)C)C(=O)NC(Cc1ccccc1)C(N)=O (configuration not stated) | -8

More structures follow.
mol,RBX1-CUL1 inh
O=C1Nc2c(ccc(Cl)c2Cl)C12OCCCO2,3
CCCOC(=O)C12CC(C)=C(C)CC1CCCc1ccccc12 (configuration not stated),7
Cn1c(CNC(=O)c2ccccc2Cl)nnc1SCC(=O)Nc1ccc2ccccc2c1,9
Cc1cc(C)cc(NS(=O)(=O)c2ccc(NC(=O)C3CC3)cc2)c1,-9
COC(=O)C(F)(F)Sc1c(-c2ccccc2)[nH]c2ccccc12,3
N#CC1C(=N)OC(c2ccccc2)=C(n2nnnc2N)C1c1ccccc1 (configuration not stated),15
O=C(CSc1nc2ccccc2nc1Cc1ccccc1)N1CCCCC1,-6
COc1ccc(N=C2C(=O)Nc3ccc(Cl)cc32)cc1,4
COc1ccc(CNC(=O)CSc2nc3ccsc3c(=O)n2Cc2ccccc2Cl)cc1,-3
c1ccc(CN(CC2CCCO2)c2nc3nonc3nc2NC2CC2)nc1 (configuration not stated),-5
COc1cccc(CN2CCCN(CC(=O)Nc3ccc4c(c3)OCCO4)S2(=O)=O)c1,-11
COC(=O)c1cccc(-n2c(C)cc(C=Nc3ccc(N4CCOCC4)cc3)c2C)c1C,1
CCCC(=O)N(c1ccc2oc(C)c(C(C)=O)c2c1)S(=O)(=O)c1ccc(OC)cc1,5
Cc1ccccc1Nc1nnc(-c2ccc(C)c(S(=O)(=O)N3CCCCC3)c2)c2ccccc12,4
COc1cccc(NC(=O)CSc2nc3sc4c(c3c(=O)n2-c2ccc(F)cc2)CCCC4)c1,-1
CC(C)CCNc1ccc(C(=O)N2CCCN(c3ncccn3)CC2)cn1,0
COc1cc2c(C(=O)c3ccc(Br)cc3)c(C)oc2c2ccccc12,-6
CCOC(=O)c1ccc(OC(=O)c2cn(-c3cccc(OC)c3)c(=O)c3ccccc23)cc1,-11
CC1(C)CC(=O)C2C(=Nc3ccccc3NC2c2cc(Br)ccc2O)C1 (configuration not stated),-5
COc1ccc(NC(=O)COc2ccc(CNC3CCCCC3)cc2OC)cc1,-4

mol,RBX1-CUL1 inh
CCCC(=O)N1c2ccccc2-c2nnc(SC)nc2OC1c1ccc(C(=O)OC)cc1 (configuration not stated),-17
CCC(Sc1nc2ccncc2[nH]1)C(=O)Nc1cc(Cl)ccc1C (configuration not stated),-3
Cc1ccc(SCC(=O)Nc2ccc3oc(-c4ccc(F)cc4)nc3c2)cc1,8
COc1ccc(C2CC(C(F)(F)F)n3ncc(C(=O)NCC4C5CC6CC(C5)CC4C6)c3N2)cc1OC (configuration not stated),-11
COc1ccc(Nc2nccc3c2ncn3C)cc1,-1
COc1ccccc1CNC(=O)Cc1c(C)c2c(cc(C)c3c(C)c(C)oc32)oc1=O,-1
C[C@@H]1CN(C(=O)c2nc3sccn3c2CN(C)Cc2cccc3cnccc23)C[C@H](C)O1,4
CN(Cc1ccc(F)cc1)Cc1nc(CC2CC2)no1,-5
O=C(Cc1ccccc1)N/N=C/c1ccsc1,0
COc1ccc(-c2c(C#N)c(SCC(N)=O)nc3c2C(=O)CC(C)(C)C3)cc1,5
CCCC(=NCCCCCCN=C(CCC)C1C(=O)CCCC1=O)C1C(=O)CCCC1=O,17
CC(C)CCN1CCC(C(=O)Nc2ccc(Oc3cccnc3)cc2)CC1,-17
Cn1c(=O)oc2ccc([N+](=O)[O-])cc21,0
O=C(CCC1CCCC1)N1CCC(C2(c3ccccn3)NC(=O)N(CCc3cccs3)C2=O)CC1 (configuration not stated),-4
O=C(c1ccccc1)N1CCN(S(=O)(=O)c2ccc(F)cc2)CC1,1
Cc1ccc2c(=O)c(C(=O)c3cccc(Cl)c3)cn(CC(=O)Nc3ccc4c(c3)OCCO4)c2n1,7
CCN(c1ccccc1)c1nnc(NC(=O)Nc2cccc(Cl)c2C)s1,-9
C=CCNC(=O)C(C)Sc1ccccc1 (configuration not stated),2
CCOC(=O)c1c[nH]c(=O)c(Br)c1,-6
COc1cccc(-c2nc3c(c(SCC(=O)Nc4cc(C)ccc4C)n2)Cc2c(CO)cnc(C)c2O3)c1,-1

The list goes on, starting with the last 4 of the part before.
mol,RBX1-CUL1 inh
CCN(c1ccccc1)c1nnc(NC(=O)Nc2cccc(Cl)c2C)s1,-9
C=CCNC(=O)C(C)Sc1ccccc1 (configuration not stated),2
CCOC(=O)c1c[nH]c(=O)c(Br)c1,-6
COc1cccc(-c2nc3c(c(SCC(=O)Nc4cc(C)ccc4C)n2)Cc2c(CO)cnc(C)c2O3)c1,-1
Cc1oc2ncn(CC(C)C)c(=O)c2c1C(=O)NCc1cccc(Cl)c1,-7
CC(C)(C)NC(=O)c1cnn(-c2ccccc2)c1C1CCN(C(=O)OC(C)(C)C)CC1,-2
O=C(Cn1cccn1)NCc1cccnc1Oc1cccc(C(F)(F)F)c1,-2
NS(=O)(=O)c1ccc(NC(=O)CN2CCN(c3ccc(F)cc3)CC2)cc1,-4
CCN(CC)/C(=N/Nc1cccc(C)c1)C(C)=O,-5
Cc1ccn2c(-c3nnco3)c(C)nc2c1,5
CCOC(=O)C1(Cc2ccccc2)CCCN(Cc2nc3ccccc3[nH]2)C1 (configuration not stated),-2
CCSc1nn(CC(=O)Nc2cccc(CC)c2)c(N)c1S(=O)(=O)c1ccccc1,18
